Source: PubChem BioAssay
GLP1R ag: activates the human GLP-1 receptor; 380,000 compounds, 0.007% hits; HEK293 GLP-1R CRE-luciferase, luminescence, 4-6 h; cells express a hypersensitive GLP-1R form; Potency, µM (top dose mostly 45.6 µM), inactives show at the highest dose activation, hits mostly activators; P43220; AID 624172; further: potency means the concentration at half of the fitted maximal effect; % of control where 0% means no effect
Target sequence (P43220 whole entry, looked up): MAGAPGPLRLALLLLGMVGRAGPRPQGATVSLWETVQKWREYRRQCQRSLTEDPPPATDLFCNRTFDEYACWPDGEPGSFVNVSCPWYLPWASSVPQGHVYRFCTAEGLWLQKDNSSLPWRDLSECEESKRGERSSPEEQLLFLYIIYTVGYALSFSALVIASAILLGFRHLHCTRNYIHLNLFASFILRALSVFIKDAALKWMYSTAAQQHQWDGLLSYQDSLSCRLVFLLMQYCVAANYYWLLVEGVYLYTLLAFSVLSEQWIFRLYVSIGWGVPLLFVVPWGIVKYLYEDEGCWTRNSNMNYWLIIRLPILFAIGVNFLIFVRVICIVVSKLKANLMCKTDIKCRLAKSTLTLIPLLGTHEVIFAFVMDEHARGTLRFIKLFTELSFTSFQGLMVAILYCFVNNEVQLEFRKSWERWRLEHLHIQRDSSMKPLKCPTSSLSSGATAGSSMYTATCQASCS
TDP-43 yeast inh: rescues yeast growth from TDP-43 toxicity | 410,000 compounds, 1.8% hits | Potency, µM (doses to about 46.1 µM), inactives show top-dose growth rescue (activation), usual class: activators | TDP-43 expressing yeast growth rescue, BacTiter-Glo, 24 h; further: potency means the concentration at half of the fitted maximal effect; % of control where 0% means no effect; nearly all actives have a fitted effect of over 50% in size
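Galactose-induced TDP-43 yeast, OD600=0.02, compound pinned; 24 hr, 30 deg C; BacTiter-Glo luminescence for growth. Inhibitors of TDP-43 toxicity read as activators.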
DRD3 antagonist: blocks the human D3 dopamine receptor | AID 652054 | max response, negative = inhibition, % | P35462 | 360,000 compounds, 2.5% hits | D3R cells, DiscoveRx beta-arrestin luminescence, antagonist mode; stronger effect = lower value; in the data active means max response below about -50%; inconclusive means no clear call, values can overlap the other calls; further: on the % scale 0 is the no-effect control and ±100 the full control effect; mostly tested at two doses, the higher about 12 µM
Target sequence (P35462 whole entry, looked up): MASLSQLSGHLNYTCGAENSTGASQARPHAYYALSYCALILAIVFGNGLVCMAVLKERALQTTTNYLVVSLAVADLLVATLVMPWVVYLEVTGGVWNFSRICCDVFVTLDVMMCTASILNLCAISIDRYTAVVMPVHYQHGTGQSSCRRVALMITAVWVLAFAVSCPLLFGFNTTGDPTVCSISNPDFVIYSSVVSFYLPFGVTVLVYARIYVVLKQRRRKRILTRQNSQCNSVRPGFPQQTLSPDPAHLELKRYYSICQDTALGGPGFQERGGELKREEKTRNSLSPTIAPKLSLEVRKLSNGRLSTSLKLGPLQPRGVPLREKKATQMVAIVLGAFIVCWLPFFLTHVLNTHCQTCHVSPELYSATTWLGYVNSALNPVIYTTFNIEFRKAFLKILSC
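Cells plated overnight at 1500 cells/well, then exposed to library compounds with dopamine controls for 90 minutes at 37 degrees C. DiscoveRx reagent added for 30–60 minutes at room temperature; luminescence read, quantitative HTS format.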
PTHR1 agonist: PTHR1 (human) receptor agonism; HEK293 GP2 PTHR1 cells, GloSensor cAMP luminescence, 1 h; AID 743266; Potency, µM (doses to about 115 µM), inactives show at the top dose activation, most hits filed as activators; 410,000 compounds, 0.075% hits; further: potency means the concentration at half of the fitted maximal effect; nearly all actives have a fitted effect of over 55% in size; some results filed as inactive show a strong effect at the top dose; inactives centre near -15; many of its hits are not listed in these tables
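HEK-293-derived GP2 cells expressing PTHR1 and a GloSensor cAMP reporter, 3,000/well, plated overnight, given luciferin plus IBMX (each 0.5 mM as added) for 1 h at 37 °C, then compound for 1 h at 37 °C. Luminescence was read after 15 min at room temperature.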
aSyn rescue: rescues yeast growth from alpha-synuclein toxicity; Yeast expressing alpha-synuclein, growth rescue, BacTiter-Glo, 24 h; 370,000 compounds, 0.14% hits; AID 652106; Potency, µM (series often up to 46.1 µM), inactives show top-dose growth rescue (activation), most hits filed as activators; further: potency means the concentration at half of the fitted maximal effect; % of control where 0% means no effect; nearly all actives have a fitted effect of over 65% in size
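Screening used galactose-induced yeast with toxic alpha-synuclein levels, exposed to compound for 24 hr at 30 deg C. Cell growth, read with BacTiter-Glo luminescence, gave the measured signal.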
KB-V1 cytotox: KB-V1 MDR subline cytotoxicity. KB-V1 MDR cells viability, CellTiter-Glo, 72 h. Potency, µM (titrated, usually from 46.1 µM), without a hit: top-dose activity change, negative = cytotoxicity, actives largely listed as cytotoxic. 400,000 compounds, 3.4% hits. AID 1347076; further: potency means the concentration at half of the fitted maximal effect; on the % scale 0 is the no-effect control and ±100 the full control effect; nearly all actives have a fitted effect of over 60% in size
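Cells of the MDR subline KB-V1 are plated, dosed with compound at multiple concentrations, and incubated 72 h at 37 degrees C; CellTiter-Glo is then added and luminescence read after 10 min.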
D3 ag: agonists of human D3 dopamine receptor; P35462; D3R DiscoveRx beta-arrestin cells, luminescence, 90 min; max activation, %; 410,000 compounds, 0.58% hits; AID 652048; in the data active means max activation above about 30%; further: 0% is about no effect; mostly tested at two doses, the higher about 12 µM
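Agonist-mode cell screen: cells plated at 1500/well and incubated overnight at 37 °C, then exposed to library compounds for 90 min at 37 °C. Detection reagent was added for 30–60 min at room temperature, and luminescence was read.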
HEK293 tox: cytotoxicity counter-screen for GLP-1 receptor inverse agonists. HEK293 cAMP-luciferase reporter cells, luminescence, 24 h. Potency, µM (doses to about 38.3 µM), inactives show at the top dose activity change, negative = inhibition, hits mostly inhibitors. AID 624418. 410,000 compounds, 0.13% hits;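 further: loss of luciferase light is scored as toxicity; potency means the concentration at half of the fitted maximal effect; on the % scale 0 is the no-effect control and ±100 the full control effect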
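Step one: seed cells (200 cells/uL, DMEM with 10% Nu serum, 1% pen-strep). Step two: 12-hour incubation at 37 deg C. Step three: pin 23 nL compound, incubate 24 hr. Step four: add luciferase reagent, read luminescence 12 min later.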
GLP1R inv ag: inverse agonists of human GLP-1 receptor; 410,000 compounds, 1.6% hits; HEK293 GLP-1R CRE-luciferase, luminescence, 24 h; GLP-1R form is constitutively active; Potency, µM (top dose mostly 38.3 µM), for the others: at the top dose activity change, negative = inhibition, actives largely listed as inhibitors; further: potency means the concentration at half of the fitted maximal effect; on the % scale 0 is the no-effect control and ±100 the full control effect; nearly all actives have a fitted effect of over 55% in size
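Inverse agonism was detected as reduced cAMP-driven luciferase luminescence after 24 h compound treatment. The cells were HEK293 clones expressing constitutively active human GLP-1R with the reporter. Reporter-only and GPR119 cell lines served as counterscreen controls.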
* = called active by the depositor; & = joins results of further samples; [ ] = dose if it differs, or a comment. Unless noted, the call rests on the fitted dose curve; in most records, active means well fitted curve in the direction sought with a large enough effect; inconclusive means small, poorly fitted or top-dose-only effect, or another doubt; inactive means no such curve, though single readings can be large; an effect the other way counts as inactive or inconclusive. Only part of the results is shown; count on the stated rates, not on these rows.

`Cc1coc2c1c(C)cc1oc(=O)c(CC(=O)N[C@@H](C)C(=O)O)c(C)c12` gave GLP1R ag -1%, TDP-43 yeast inh -9%, DRD3 antagonist -9, PTHR1 agonist -24%, aSyn rescue 1%, KB-V1 cytotox 5%, D3 ag -11, HEK293 tox 13% and GLP1R inv ag -1%.
Screening Cc1ccc(OCCSc2nc3ccccc3n2CC(=O)N2CCOCC2)cc1 returned TDP-43 yeast inh 11%, PTHR1 agonist inactive, KB-V1 cytotox -17%, D3 ag -2, HEK293 tox 1% and GLP1R inv ag -17%.
`COc1cccc(N2CCN(C(=O)c3cn(Cc4ccccc4)nc3-c3cccnc3)CC2)c1` gave GLP1R ag 2%, TDP-43 yeast inh 17%, DRD3 antagonist -1, PTHR1 agonist -46%[inhibitor], aSyn rescue 7%, KB-V1 cytotox inconclusive, D3 ag -3, HEK293 tox inconclusive and GLP1R inv ag inconclusive.
COc1cc(/C=N/n2cnnc2)ccc1OC(=O)c1cccnc1 was read as GLP1R ag -15%, TDP-43 yeast inh 22%, DRD3 antagonist 3, PTHR1 agonist inactive, aSyn rescue -1%, KB-V1 cytotox 7%, D3 ag 0, HEK293 tox 8% and GLP1R inv ag -1%.
Screening Cc1ccc(C)c(NC(=S)Nc2cccc3cnccc23)c1 returned GLP1R ag 4%, TDP-43 yeast inh -5%[9.22 µM], DRD3 antagonist -21, PTHR1 agonist -35%[inhibitor], aSyn rescue 9%, KB-V1 cytotox inconclusive, D3 ag -13, HEK293 tox 8% and GLP1R inv ag -14%.
`CN(Cc1ccc(Cl)cc1Cl)C(=O)CCNC(=O)c1ccco1` gave GLP1R ag 4%, TDP-43 yeast inh 26%, DRD3 antagonist 2, PTHR1 agonist -19%, aSyn rescue 6%, KB-V1 cytotox -11%, D3 ag -1, HEK293 tox 2% and GLP1R inv ag 10%.
Screening O=c1cc(-c2ccccc2)n2c(SCc3ccccc3Cl)nnc2[nH]1 returned TDP-43 yeast inh 0%, PTHR1 agonist -3%, D3 ag 4, HEK293 tox -6% and GLP1R inv ag 10%.
For CS(=O)(=O)c1ccc(Cl)c(S(=O)(=O)NCc2ccccc2)c1 the results were GLP1R ag -1%, TDP-43 yeast inh -4%, DRD3 antagonist -13, PTHR1 agonist inactive, aSyn rescue -2%, KB-V1 cytotox 4%, D3 ag -3, HEK293 tox 3% and GLP1R inv ag 2%.
For Cc1ccc(SCCC(=O)Nc2ccccc2Br)cc1 the results were GLP1R ag 11%, TDP-43 yeast inh 23%, DRD3 antagonist 31, PTHR1 agonist -36%[inhibitor], aSyn rescue 4%, KB-V1 cytotox -1%, D3 ag 1, HEK293 tox -31% and GLP1R inv ag inconclusive.
`CCOC(=O)c1cccc(NC(=O)CN(c2ccc(OC)cc2)S(=O)(=O)c2c(C)noc2C)c1` gave GLP1R ag -1%, TDP-43 yeast inh 22%, DRD3 antagonist 4, PTHR1 agonist inactive, aSyn rescue 16%, KB-V1 cytotox 9.2µM*, D3 ag -2, HEK293 tox -16% and GLP1R inv ag inconclusive.
For CN(C)/C=C(\C#N)S(=O)(=O)C(C)(C)C the results were GLP1R ag 1%, TDP-43 yeast inh -5%, DRD3 antagonist -6, PTHR1 agonist inconclusive, aSyn rescue 4%, KB-V1 cytotox 0%, D3 ag -23, HEK293 tox 5% and GLP1R inv ag 9%.
`CCC(=O)N1N=C(c2ccc(C)cc2)CC1c1ccco1` (stereo not drawn) gave GLP1R ag 16%, TDP-43 yeast inh inconclusive, DRD3 antagonist 16, PTHR1 agonist inactive, aSyn rescue 14%, KB-V1 cytotox -5%, D3 ag -6, HEK293 tox -1% and GLP1R inv ag -12%.
For Cc1nc(SCC(=O)NC2CCCCC2C)c(C#N)c(C)c1C (stereo not drawn) the results were GLP1R ag -4%, TDP-43 yeast inh inconclusive, DRD3 antagonist 0, PTHR1 agonist inactive, aSyn rescue 4%, KB-V1 cytotox inconclusive, D3 ag -2, HEK293 tox 14% and GLP1R inv ag -5%.
`Cc1nc(CS(=O)(=O)c2ccccc2)cc(N2CCN(c3ccccc3F)CC2)n1` gave GLP1R ag 8%, TDP-43 yeast inh 5%, DRD3 antagonist -1, PTHR1 agonist -36%[inhibitor], aSyn rescue -5%, KB-V1 cytotox inconclusive, D3 ag -2, HEK293 tox -7% and GLP1R inv ag 23%.
For Cc1ccc(N2CCN(S(=O)(=O)c3nnc(NC(=O)c4ccccc4)s3)CC2)cc1 the results were GLP1R ag 0%, TDP-43 yeast inh inconclusive, DRD3 antagonist 4, PTHR1 agonist -20%, aSyn rescue 0%, KB-V1 cytotox 24%&7%, D3 ag -7&9, HEK293 tox -21%&1% and GLP1R inv ag 7%&-6%.

The last 2 records of the part before come first, to join the parts:
`Cc1nc(CS(=O)(=O)c2ccccc2)cc(N2CCN(c3ccccc3F)CC2)n1` gave GLP1R ag 8%, TDP-43 yeast inh 5%, DRD3 antagonist -1, PTHR1 agonist -36%[inhibitor], aSyn rescue -5%, KB-V1 cytotox inconclusive, D3 ag -2, HEK293 tox -7% and GLP1R inv ag 23%.
For Cc1ccc(N2CCN(S(=O)(=O)c3nnc(NC(=O)c4ccccc4)s3)CC2)cc1 the results were GLP1R ag 0%, TDP-43 yeast inh inconclusive, DRD3 antagonist 4, PTHR1 agonist -20%, aSyn rescue 0%, KB-V1 cytotox 24%&7%, D3 ag -7&9, HEK293 tox -21%&1% and GLP1R inv ag 7%&-6%.
`CC(C)CCNC(=O)C1CCC(CNS(=O)(=O)c2ccc(Cl)cc2)CC1` (stereo not drawn) gave GLP1R ag -1%, TDP-43 yeast inh 10%, DRD3 antagonist 6, PTHR1 agonist -9%, aSyn rescue 11%, KB-V1 cytotox 4%, D3 ag 2, HEK293 tox 0% and GLP1R inv ag 1%.
Screening C=C1c2cc(C)ccc2NC(=O)N1c1ccc(C)cc1 returned GLP1R ag -2%, TDP-43 yeast inh 1%, DRD3 antagonist inconclusive, PTHR1 agonist -39%[inhibitor][57.5 µM], aSyn rescue -4%, KB-V1 cytotox 12%, D3 ag -13, HEK293 tox -2% and GLP1R inv ag 7%.
For CC(C)(C)c1ccc(C(=O)NCC(=O)N2CCCC2)cc1 the results were GLP1R ag 4%, TDP-43 yeast inh 11%, DRD3 antagonist 1, PTHR1 agonist inactive, aSyn rescue 4%, KB-V1 cytotox 11%, D3 ag 2, HEK293 tox -8% and GLP1R inv ag 3%.
`O=S(=O)(NCC(c1ccco1)N1CCCCC1)c1cccc(C(F)(F)F)c1` (stereo not drawn) gave GLP1R ag 3%, TDP-43 yeast inh 12%, DRD3 antagonist -15, PTHR1 agonist -15%, aSyn rescue -12%, KB-V1 cytotox -19%, D3 ag -4, HEK293 tox -1% and GLP1R inv ag 11µM*.
For CCc1ccccc1NC(=O)Nc1c[nH]c(=O)[nH]c1=O the results were TDP-43 yeast inh 14%, PTHR1 agonist -19%, KB-V1 cytotox 2%, D3 ag 0, HEK293 tox 3% and GLP1R inv ag 7%.
Screening Cc1ccc(C(c2sc3nc(C)nn3c2O)N2CCN(CCO)CC2)cc1 (stereo not drawn) returned GLP1R ag 6%, TDP-43 yeast inh 9%, DRD3 antagonist 16, PTHR1 agonist -21%, aSyn rescue 1%, KB-V1 cytotox 3%, D3 ag 3, HEK293 tox -13% and GLP1R inv ag 9%.
`COC(=O)[C@@]12OC[C@]34[C@H]([C@@H](O)[C@@H]1O)[C@@]1(C)C(=O)C(O[C@@H]5OC(CO)[C@@H](O)[C@@H](O)[C@@H]5O)=C[C@@H](C)[C@@H]1C[C@H]3OC(=O)[C@H](OC(=O)/C=C(\C)C(C)(C)OC(C)=O)[C@@H]24` (stereo partly drawn) gave GLP1R ag -18%, TDP-43 yeast inh -11%, DRD3 antagonist 3, PTHR1 agonist inactive, aSyn rescue -11%, KB-V1 cytotox -19%, D3 ag -5, HEK293 tox -21% and GLP1R inv ag inconclusive.
For O=C1CCc2cc(S(=O)(=O)N3CCCC3C(=O)N3CCN(c4ccccc4F)CC3)ccc2N1 (stereo not drawn) the results were GLP1R ag 4%, TDP-43 yeast inh 8%, DRD3 antagonist -3, PTHR1 agonist inactive, aSyn rescue -1%, KB-V1 cytotox 3%, D3 ag 2, HEK293 tox 1% and GLP1R inv ag -9%.
`CCOc1ccc(N2C(=O)CC(SC(=NC)Nc3cccc(OC)c3)C2=O)cc1` (stereo not drawn) gave GLP1R ag 3%, TDP-43 yeast inh inconclusive, DRD3 antagonist 2, PTHR1 agonist -18%, aSyn rescue 23%, KB-V1 cytotox 10%, D3 ag 2, HEK293 tox -8% and GLP1R inv ag inconclusive.
Screening O=C1CC(c2cccc(Cl)c2)CC(O)=C1C=Nc1ccccc1 (stereo not drawn) returned GLP1R ag -1%, TDP-43 yeast inh -2%, DRD3 antagonist inconclusive, PTHR1 agonist -38%[inhibitor], aSyn rescue 2%, KB-V1 cytotox -2%, D3 ag 0, HEK293 tox -3% and GLP1R inv ag -26%.
CC(C)c1ccc(NC(=O)C2CCN(C(=O)c3ccc(F)cc3)CC2)cc1 was read as TDP-43 yeast inh 26%, PTHR1 agonist -34%[inhibitor], KB-V1 cytotox inconclusive, D3 ag 8, HEK293 tox 2% and GLP1R inv ag inconclusive.
For CCC(CC)c1nnc(NC(=O)CS(=O)(=O)c2ccccc2)s1 the results were GLP1R ag 0%, TDP-43 yeast inh -11%, DRD3 antagonist 3, PTHR1 agonist inactive, aSyn rescue 1%, KB-V1 cytotox inconclusive, D3 ag -1, HEK293 tox -8% and GLP1R inv ag -2%.
